Pf growth 48h = P. falciparum growth inhibition at 48 hours (one generation). P. falciparum luciferase growth in erythrocytes, 48 h. Potency, µM (doses to about 28.7 µM), for inactives: top-dose activity change, negative = inhibition, hits mostly inhibitors. 310,000 tested, 5.9% active; also: potency is read from the fitted curve at half-maximal effect; % is scaled to controls: 0 for no effect and ±100 for the full control effect
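First compound was added to culture medium, then infected red cells at 0.1% parasitemia and 2% hematocrit (final). After incubation at 37 C under 5% CO2, luciferase detection reagent was dispensed and light output recorded.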
Shiga inhibitor = Shiga toxin inhibition | Vero cells, Shiga toxin protein synthesis inhibition reporter | inhibition, % at 38.7 µM | 290,000 tested, 9.2% active | AID 2315; in the data active = inhibition mostly above about 28%, no sharp cut-off; inactive = mostly below about 43%; also: 0% is about no effect
LmPK inhibitor = blocks Leishmania mexicana pyruvate kinase activity; Potency, µM (highest dose often 57.5 µM), without a hit: at the highest dose activity change, negative = inhibition, hits mostly inhibitors; Q27686; 290,000 tested, 0.37% active; purified LmPK, Kinase-Glo ATP luminescence, 1 h; also: potency is read from the fitted curve at half-maximal effect; % is scaled to controls: 0 for no effect and ±100 for the full control effect
Target sequence (Q27686 whole entry, looked up): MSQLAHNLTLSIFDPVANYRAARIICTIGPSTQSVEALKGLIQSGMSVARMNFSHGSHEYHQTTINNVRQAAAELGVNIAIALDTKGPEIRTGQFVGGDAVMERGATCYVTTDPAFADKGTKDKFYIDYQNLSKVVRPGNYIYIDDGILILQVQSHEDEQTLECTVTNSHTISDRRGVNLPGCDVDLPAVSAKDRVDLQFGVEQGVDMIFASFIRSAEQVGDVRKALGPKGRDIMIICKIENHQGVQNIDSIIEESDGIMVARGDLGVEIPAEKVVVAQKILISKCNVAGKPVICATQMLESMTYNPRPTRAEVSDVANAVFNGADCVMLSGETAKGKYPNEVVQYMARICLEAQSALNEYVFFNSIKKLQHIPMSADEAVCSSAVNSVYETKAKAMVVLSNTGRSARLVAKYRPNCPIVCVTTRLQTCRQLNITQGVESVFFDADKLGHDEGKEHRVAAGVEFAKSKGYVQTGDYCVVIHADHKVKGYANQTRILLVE
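qHTS format; LmPK 0.1 nM; substrates PEP 0.5 mM and ADP 0.1 mM. One-hour room-temperature incubation, then coupled luciferase luminescence; 0.5 nM enzyme wells mark activation.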
Cycloheximide cs = affects cycloheximide protein synthesis inhibition readout, counter-screen. 300,000 tested, 12% active. cell reporter, cycloheximide protein synthesis inhibition counterscreen. max response, %; in the data active = max response mostly above about 13%, no sharp cut-off; inactive = mostly below about 14%; also: read at 38.3 µM for the half of the compounds with a filed dose; 0% is about no effect
Pf growth 96h = P. falciparum growth inhibition at 96 hours; 320,000 tested, 6.9% active; Potency, µM (highest dose often 28.7 µM), for the others: at the top dose activity change, negative = inhibition, usual class: inhibitors; P. falciparum luciferase reporter growth, 96 h; also: potency is read from the fitted curve at half-maximal effect; % is scaled to controls: 0 for no effect and ±100 for the full control effect
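Luminescence readout: decreased luciferase signal marks inhibited growth of reporter-expressing P. falciparum in infected red cells (2% hematocrit, 0.05% parasitemia final), exposed to compound two generations (96 h, 37 C, 5% CO2).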
AMA1 RON2 block = AMA1-RON2 (P. falciparum) interaction inhibition; AlphaScreen AMA1-biotinylated RON2 peptide binding; Potency, µM (doses to about 58.2 µM), without a hit: top-dose activity change, negative = inhibition, usual class: inhibitors; 360,000 tested, 0.2% active;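 also: potency is read from the fitted curve at half-maximal effect; 0% = vehicle wells and -100% = peptide control; nearly all actives have a fitted effect of over 45% in size; some results filed as inactive show a strong effect at the top dose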
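AMA1 (3D7) with his tag at 25 nM final met compounds first, then biotinylated RON2 peptide at 25 nM; detection used donor plus acceptor beads, 10 µg/mL apiece, read by AlphaScreen after 30 min at room temperature.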
Tb PYK inh = inhibitors of Trypanosoma brucei pyruvate kinase. Potency, µM (titrated, usually from 76.8 µM), without a hit: top-dose activity, negative = inhibition, usual class: inhibitors. TbPYK enzyme, Kinase-Glo Plus ATP luminescence, 45 min. Q57TT1. 410,000 tested, 0.12% active. AID 624173; also: potency is read from the fitted curve at half-maximal effect; % is scaled to controls: 0 for no effect and ±100 for the full control effect; nearly all actives have a fitted effect of over 50% in size
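T. brucei PYK with substrate was exposed to pin-transferred compounds across a concentration series, then started with 130 uM ADP (final). After 45 min at room temperature, Kinase-Glo Plus luminescence was read, normalized and curve-fitted.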
Numbers without * were called inactive; ? = inconclusive; · = no result given; [ ] = dose if it differs, or a comment. Unless noted, calls follow the shape of the dose curve; as a rule, active = well fitted curve in the direction sought with a large enough effect; inconclusive = small, poorly fitted or top-dose-only effect, or another doubt; inactive = no such curve, though single readings can be large; an effect the other way counts as inactive or inconclusive.

SMILES	Pf growth 48h	Shiga inhibitor	LmPK inhibitor	Cycloheximide cs	Pf growth 96h	AMA1 RON2 block	Tb PYK inh
CCN1CCC(NCCc2ccc(F)cc2)CC1	?	-1	-3%	-4	28%	-3%	-2%
O=C(NCc1ccncc1)C(=O)C1C(=O)Nc2ccccc21 (centres undefined)	8%	-15	-5%	-4	-12%	5%	-6%
CC1Cc2nc(SCC(=O)Nc3nc4ccccc4s3)n(C)c(=O)c2S1 (centres undefined)	?	3	-3%	-4	?	-28%	-3%
Cc1nn2cnnc2c(C)c1Cc1c(F)cccc1Cl	·	-4	0%	-1	17%	-1%	3%
O=C(Nc1cccc(Br)c1)c1ccc(CN2CCc3ccccc3C2)cc1	-9%	19	-2%	17*	9.3µM*	7%	1%
CC(=O)CCn1cc([N+](=O)[O-])nc1C	0%	-5	1%	-2	52%[activator]	-3%	-3%
C=C1c2cc(C)ccc2NC(=O)N1c1ccccc1	22%	-17	-1%	-6	-2%	6%	-2%
COc1ccc(S(=O)(=O)Oc2cccc(/C=N/N=C3/NC(=O)C(CC(=O)O)S3)c2)cc1 (centres undefined)	6%	-5	8%	-2	?	27%	-3%
Cc1ccc(NC(=O)CCC(=O)NNC(=O)c2ccco2)cc1C	26%	-10	3%	-1	84%[activator]	26%	4%
Cc1cccc(NCC(=O)N/N=C\c2c[nH]c3ccccc23)c1	-5%	2	-4%	13	46%[activator]	1%	-9%
COCCN1Cc2cccc(C(=O)Nc3c(C)cccc3C)c2C1=O	·	-11	-4%	7	·	-10%	-1%
Cc1ccc(S(=O)(=O)N2CCCOC2CNC(=O)C(=O)NC2CCCC2)cc1 (centres undefined)	-13%	-17	-11%	0	-8%	6%	-8%
CCC(=O)OCC(=O)[C@@]1(OC(=O)CC)[C@@H](C)C[C@H]2[C@@H]3CCC4=CC(=O)C=C[C@]4(C)[C@@]3(Cl)[C@@H](O)C[C@@]21C	?	·	·	·	?	-5%	1%
CCc1nc(Nc2ccc(F)cc2)c2oc3ccccc3c2n1	?	45	1%	36*	?	0%	12%
Cc1cccn2c(=O)c(-c3nnn[nH]3)cnc12	-2%	·	·	·	?	·	-2%
Cc1cc(C)cc(-n2c(C)c3c(C)nnc(C)c3c2C)c1	?	-13	1%	-5	?	12%	2%
CC1CN(C(=O)CCCN2C(=O)c3ccccc3C2=O)CC(C)O1 (centres undefined)	15%	-5	-1%	-3	?	7%	-2%
COc1ccccc1C(=O)NNC(=O)c1ccncc1	77%[activator]	33	0%	2	?	-7%	-5%
Cc1ccccc1-c1nc(C#N)c(N2CCCCC2)o1	·	6	1%	5	28%	-28%	3%
Oc1cccc(Oc2ncc(C(F)(F)F)cc2Cl)c1	0%	22	0%	-4	2%	-18%	-5%
Cc1nc(NC(=O)C23CC4CC(CC(C4)C2)C3)sc1Cc1ccc2c(c1)OCO2	?	67*	6%	25*	1.7µM*	?	2%
COc1ccc(/C=C/C(=O)NC(=S)NNC(=O)c2cccnc2)cc1	21%	-14	-1%	-1	?	50%[activator]	-5%
COC(=O)C1=C(c2ccccc2OCc2ccccc2)C[C@@H]2CC[C@H]1N2C(=O)NCc1ccc(C(C)(C)C)cc1	6.6µM*	·	·	·	?	-9%	-7%
CCC12CN3CC(CC)(CN(C1)C3c1c(O)ccc3ccccc13)C2=O (centres undefined)	-9%	-10	3%	-2	·	-7%	-13%
O=S(=O)(NCc1ccco1)N1CCOCC1	13%	-2	0%	-3	18%	-4%	-9%
O=C(c1ccc([N+](=O)[O-])cc1)N1CCSC1c1cccc(Cl)c1 (centres undefined)	-9%	8	5%	1	?	-29%	4%
S=c1nc(-c2ccccc2)n(CCCn2ccnc2)c2c1CCCC2	8%	19	2%	-3	?	15%	2%
Cc1cc(C(=O)Nc2c(F)cc(F)cc2Br)no1	22%	26	-3%	14*	-2%	0%	-3%
COC(=O)NNS(=O)(=O)c1ccc(C)cc1	19%	6	0%	-1	15%	-2%	7%
O=C(O)c1ccc2noc(-c3ccccc3)c2c1	12%	27	-12%	2	45%[activator]	-2%	-4%
Cc1c(C)n(Cc2ccccc2)c2ncnc(NCCO)c12	?	4	-2%	-3	-7%	0%	2%
CCOC(=O)N1CCN(CCC(=O)Nc2cccc(C)c2)CC1	5%	12	0%	-1	?	-26%	-15%
CCCCC(=O)NC(=S)Nc1ccccc1N1CCCCC1	?	1	-5%	-1	?	-4%	0%
COc1ccc(NC(=O)c2ccc(S(=O)(=O)N(C)c3ccccc3)cc2)cn1	?	16	0%	15	?	-4%	-1%
O=C1OC(COc2ccc(Br)cc2)CN1c1ccccc1 (centres undefined)	21%	-13	2%	-1	-2%	24%	-4%
N#Cc1cc2c(nc1SCC(=O)N1CCCCC1)CCCCC2	-12%	100*	15%	61*	13%	2%	?
Cc1ccc(NCC(=O)N2CCN(S(=O)(=O)c3ccccc3)CC2)cc1F	-28%	·	·	·	?	-13%	-2%
CCCOc1ccccc1C(=O)Nc1ccc(S(=O)(=O)N2CCN(C)CC2)cc1	?	-18	7%	1	-22%	-12%	-1%
O=[N+]([O-])c1ccc(Oc2ccc(Oc3ccc(C(F)(F)F)cn3)cc2)nc1	1%	-7	4%	-3	14%	-18%	3%
CC(C)C(c1nnnn1C1CCCC1)N1CCc2ccccc21 (centres undefined)	?	-22	5%	-4	?	-13%	-8%

Looked up by compound from above:
SMILES	Pf growth 48h	Shiga inhibitor	LmPK inhibitor	Cycloheximide cs	Pf growth 96h	AMA1 RON2 block	Tb PYK inh
O=S(=O)(NCc1ccco1)N1CCOCC1	13%	-2	0%	-3	18%	-4%	-9%
O=C(O)c1ccc2noc(-c3ccccc3)c2c1	12%	27	-12%	2	45%[activator]	-2%	-4%

Following part:
SMILES	Pf growth 48h	Shiga inhibitor	LmPK inhibitor	Cycloheximide cs	Pf growth 96h	AMA1 RON2 block	Tb PYK inh
Cc1[nH]c2ccccc2c1[C@H]1[C@@H](CC#N)C1(C)C	?	18	7%	7	?	-18%	-3%
COC(=O)c1sc(NC(=S)NC(=O)c2ccc(F)cc2)nc1C	38%[activator]	48	2%	18	?	·	·
Cc1ccc(S(=O)(=O)N2CCCCC2)cc1NC(=O)C1CC(=O)N(Cc2ccco2)C1 (centres undefined)	?	·	·	·	?	-14%	-8%
CC(C)(C)NC(=O)CCSc1nnc(-c2ccco2)o1	51%[activator]	37	4%	27*	4%	-5%	0%
O=S(=O)(Nc1ccc(F)cc1)c1ccc(NS(=O)(=O)c2cccs2)cc1	14%	-4	-3%	-3	?	12%	2%
O=C(O)c1ccc(/C=N/N2CCN(Cc3ccc(Cl)cc3)CC2)cc1	13%	3	0%	-3	11%	-6%	-10%
COc1cccc(C(=O)NC2CCN(C(=O)N3c4ccccc4Sc4ccccc43)CC2)c1	8.3µM*	-5	2%	4	5.2µM*	-2%	5%
CN(Cc1ccccc1)S(=O)(=O)c1ccc2[nH]c(=O)ccc2c1	7%	-8	-2%	-2	15µM*	8%	3%
COC(=O)c1cccc(NC(=O)c2ccc(OC)c(Cl)c2)c1	48%[activator]	65	-6%	17	72%[activator]	4%	-3%
CCC(C)NC(=O)CN1C(=O)NC2(CCc3ccccc3C2)C1=O (centres undefined)	-7%	-14	2%	-4	14%	-5%	0%
O=c1/c(=C/c2cn(-c3ccccc3)nc2-c2ccc(F)cc2)sc2nc3ccccc3n12	?	14	1%	8	68%[activator]	·	·
O=C(NCCn1cccn1)C1CCC(=O)N(CC2CCCCC2)C1 (centres undefined)	53%[activator]	2	-1%	2	-12%	2%	-5%
CCOC(=O)N1CCC(Nc2c(-c3ccc(C)c(C)c3)c(=O)c2=O)CC1	-7%	-9	0%	6	0.52µM*	1%	0%
Cc1ccnc(SCC(=O)N2CCc3ccccc32)n1	77%[activator]	73*	-7%	32*	290%[activator]	-17%	-2%
N#Cc1nc(-c2ccco2)oc1NCc1ccc(F)cc1	19%	34	3%	12	·	-9%	0%
CCCCC(=O)N(Cc1nc2sc(C)c(C)c2c(=O)[nH]1)C1CCCC1	0%	4	0%	0	44%[activator]	4%	-5%
COC(=O)/C=C/c1ccccc1CN1[C@@H](CC(=O)OC)c2ccccc2S1(=O)=O	?	·	·	·	12%	0%	-2%
CCN1CCCc2cc(CN(CCN3CCOCC3)C(=S)Nc3cccc(C)c3)ccc21	?	24	1%	7	12µM*	14µM*	-8%
CCc1ccc(NC(=O)CSc2nnnn2-c2cccnc2)cc1	29%	10	4%	9	?	7%	-9%
CCOC(=O)c1nn(-c2ccc([N+](=O)[O-])cc2)cc1O	30%	46*	0%	31*	29%	-2%	-15%
CCn1c(=O)c2ccccc2n2c(SCC(=O)NCc3cccs3)nnc12	-6%	1	-3%	-3	?	-3%	4%
COc1ccc(-n2c(SC(C)C(=O)Nc3ccc(NC(C)=O)cc3)nc3ccccc3c2=O)cc1OC (centres undefined)	?	-7	9%	1	?	4%	-2%
COCCn1c(SC(C)C(=O)Nc2ncc(Cl)cc2Cl)nc2ccccc21 (centres undefined)	?	-7	-2%	-10	·	5%	-9%

Structures shown so far that have an aryl thioether with sulfur outside any ring (8):
SMILES	Pf growth 48h	Shiga inhibitor	LmPK inhibitor	Cycloheximide cs	Pf growth 96h	AMA1 RON2 block	Tb PYK inh
CC1Cc2nc(SCC(=O)Nc3nc4ccccc4s3)n(C)c(=O)c2S1 (centres undefined)	?	3	-3%	-4	?	-28%	-3%
N#Cc1cc2c(nc1SCC(=O)N1CCCCC1)CCCCC2	-12%	100*	15%	61*	13%	2%	?
CC(C)(C)NC(=O)CCSc1nnc(-c2ccco2)o1	51%[activator]	37	4%	27*	4%	-5%	0%
Cc1ccnc(SCC(=O)N2CCc3ccccc32)n1	77%[activator]	73*	-7%	32*	290%[activator]	-17%	-2%
CCc1ccc(NC(=O)CSc2nnnn2-c2cccnc2)cc1	29%	10	4%	9	?	7%	-9%
CCn1c(=O)c2ccccc2n2c(SCC(=O)NCc3cccs3)nnc12	-6%	1	-3%	-3	?	-3%	4%
COc1ccc(-n2c(SC(C)C(=O)Nc3ccc(NC(C)=O)cc3)nc3ccccc3c2=O)cc1OC (centres undefined)	?	-7	9%	1	?	4%	-2%
COCCn1c(SC(C)C(=O)Nc2ncc(Cl)cc2Cl)nc2ccccc21 (centres undefined)	?	-7	-2%	-10	·	5%	-9%
